FAS TE block: FAS thioesterase domain inhibitors, primary screen, biochemical, fluorescence intensity, uHTS. 360,000 tested, 0.67% active. inhibition, % at 15 µM. recombinant FAS-TE, OMFH fluorogenic substrate, fluorescence endpoint. Fatty acid synthase (Homo sapiens), P49327;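 active = compounds whose normalised, plate-corrected inhibition of enzyme fluorescence in the single-dose primary screen is 50% or more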;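 also: 0% = DMSO with enzyme and 100% = substrate without enzyme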
eLon inh: inhibitors of E. coli Lon protease, primary screen, biochemical, fluorescence polarization; P0A9M0; purified E. coli Lon protease; inhibition, % at 7.94 µM; 360,000 tested, 0.42% active; AID 602123, 2011; in the data active = inhibition above about 13%, passing the limit was not always enough;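 also: 0% = enzyme with probe and DMSO and 100% = no enzyme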
Target sequence (P0A9M0 whole entry, looked up): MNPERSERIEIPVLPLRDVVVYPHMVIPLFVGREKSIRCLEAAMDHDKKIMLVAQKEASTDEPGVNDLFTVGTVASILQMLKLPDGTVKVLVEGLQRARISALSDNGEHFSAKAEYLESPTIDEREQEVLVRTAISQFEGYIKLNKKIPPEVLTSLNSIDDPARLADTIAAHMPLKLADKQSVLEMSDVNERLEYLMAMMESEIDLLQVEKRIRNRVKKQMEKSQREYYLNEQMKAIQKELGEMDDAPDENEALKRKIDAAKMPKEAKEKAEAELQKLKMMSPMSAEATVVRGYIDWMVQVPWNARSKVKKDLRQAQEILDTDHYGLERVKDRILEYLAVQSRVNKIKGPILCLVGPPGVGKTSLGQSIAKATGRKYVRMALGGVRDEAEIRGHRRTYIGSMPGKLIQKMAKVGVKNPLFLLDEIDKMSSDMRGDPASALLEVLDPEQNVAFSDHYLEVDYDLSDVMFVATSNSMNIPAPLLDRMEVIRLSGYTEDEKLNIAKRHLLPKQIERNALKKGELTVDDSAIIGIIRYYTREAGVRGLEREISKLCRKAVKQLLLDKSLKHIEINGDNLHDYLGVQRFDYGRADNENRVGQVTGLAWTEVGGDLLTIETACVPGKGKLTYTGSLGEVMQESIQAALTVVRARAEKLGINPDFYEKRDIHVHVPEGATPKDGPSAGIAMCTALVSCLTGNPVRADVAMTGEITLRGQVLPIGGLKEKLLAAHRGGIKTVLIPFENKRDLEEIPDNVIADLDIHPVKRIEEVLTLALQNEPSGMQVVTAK
MT1-MMP act inh: blockers of MT1-MMP proenzyme processing, primary screen, HT1080 RFP-PRO-GFP cells, GFP/RFP fluorescence; Matrix metalloproteinase-14 (Homo sapiens), P50281; AID 651647, 2012; 360,000 tested, 0.061% active; GFP/RFP ratio fluorescence, overnight; percent of plate control window, DMSO zero; GFP/RFP ratio change, % at 20 µM;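 active = GFP/RFP ratio change of at least 30% with cell ATP level not reduced by more than half and red fluorescence within 50% of control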; also: strong numbers were not always called active
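Assay system: HT1080 cells carrying an RFP-PRO-GFP reporter | Dosing: Single dose of 20 µM compound, 1% DMSO final | Incubation: Cells overnight before dosing, compound overnight, 37 °C, 5% CO2 | Evaluation: GFP/RFP fluorescence ratio | Control set: DMSO and RFP-L50D-GFP cell wells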
Rin1 Abl inh: inhibitors of Rin1-Abl protein binding, primary screen, biochemical, TR-FRET | Tyrosine-protein kinase ABL1 (Homo sapiens) + Ras and Rab interactor 1 (Homo sapiens), … | inhibition, % at 7.35 µM | 360,000 tested, 0.4% active | AID 588664, 2011; in the data active = inhibition above about 5%, passing the limit was not always enough
Rpn11 inh: Rpn11 (PSMD14) deubiquitinase inhibitors, primary screen, biochemical, fluorescence polarization, uHTS. human 26S proteasome, Ub4-pepOG fluorescence polarization; 20S core pre-blocked with epoxomicin. AID 588493, 2011. calls only at 20 µM. 360,000 tested, 0.59% active;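 active = inhibition at 20 µM, scaled to each plate's controls, above about 33%, limit read from the data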
Target sequence (O00487 whole entry, looked up): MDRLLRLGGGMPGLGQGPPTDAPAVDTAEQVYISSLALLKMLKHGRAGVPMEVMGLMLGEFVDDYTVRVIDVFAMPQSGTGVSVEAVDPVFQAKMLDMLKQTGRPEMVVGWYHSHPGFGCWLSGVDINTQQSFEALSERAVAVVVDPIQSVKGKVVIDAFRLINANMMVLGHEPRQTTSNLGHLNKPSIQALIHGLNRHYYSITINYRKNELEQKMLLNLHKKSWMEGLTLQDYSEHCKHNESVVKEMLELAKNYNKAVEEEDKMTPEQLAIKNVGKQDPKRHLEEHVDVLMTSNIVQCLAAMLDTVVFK
MLLE-PAM2 inh: inhibitors of PABP1 MLLE–PAM2 peptide binding, primary screen, biochemical, fluorescence polarization, FITC-PAM2, GST-MLLE. 360,000 tested, 0.36% active. AID 588489, 2011. Polyadenylate-binding protein 1 (Homo sapiens), P11940. inhibition, % at 20 µM; in the data active = inhibition above about 35%, passing the limit was not always enough;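 also: plate controls were DMSO wells with GST-MLLE for no effect and wells lacking GST-MLLE protein for full effect; some results filed as inactive read as strong as hits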
MsrA act: bovine MsrA enzyme activators, primary screen, biochemical, absorbance, HTS. activation, % at 10.6 µM. 360,000 tested, 0.3% active. purified bovine MsrA, absorbance read-out. Methionine sulfoxide reductase A (Bos taurus); in the data active = activation above about 7.5%;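 also: 0% = vehicle and 100% = reference activator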
CSN deneddyl inh: inhibitors of CSN-mediated cullin deneddylation, primary screen, biochemical, fluorescence polarization, uHTS | COP9 signalosome complex subunit 5 (Homo sapiens), Q92905 | Purified CSN, SCF-Nedd8-OG deneddylation | inhibition, % at 12.5 µM | 360,000 tested, 0.38% active | AID 651999, 2013;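 active = pattern-corrected inhibition above about 35%, with an unprinted fluorescence ratio check between 0.5 and 1.5, limit read from the data, passing the limit was not always enough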;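 also: 0% = enzyme with substrate and 100% = substrate without enzyme; some results filed as inactive read as strong as hits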
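Test system: purified human Csn5 enzyme expressed in HEK293T cells. Amount: 0.24 nM enzyme. Reagent: SCFSkp2-Nedd8OG substrate at 10 nM final. Schedule: 90 min incubation of compound, enzyme and substrate at room temperature. Detection: fluorescence polarization. Read-out: % inhibition of substrate cleavage by Csn5.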
MsrA inh: bovine MsrA enzyme inhibitors, primary screen, biochemical, absorbance, HTS | purified bovine MsrA, absorbance read-out | AID 651718, 2012 | inhibition, % at 15.5 µM | 360,000 tested, 0.75% active; in the data active = inhibition above about 4.5%;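 also: 0% = vehicle wells with enzyme and 100% = reference inhibitor wells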
Numbers without * were called inactive; i = inactive; · = no result given.

SMILES	FAS TE block	eLon inh	MT1-MMP act inh	Rin1 Abl inh	Rpn11 inh	MLLE-PAM2 inh	MsrA act	CSN deneddyl inh	MsrA inh
COc1cccc(C(=O)Nc2ccc(-c3nc4ccccc4o3)c(O)c2)c1	18	-10	5	-4	i	-24	-6	4	2.6
O=C(COC(=O)CC1CC2CCC1C2)Nc1c(F)cccc1F (stereo not given)	1	6	0	1	i	12	-1	-4	-0.4
NS(=O)(=O)c1ccc(CNS(=O)(=O)c2ccc3c(c2)OCCO3)cc1	-8	9	0	4	i	0	-7	-1	2.9
CC(=O)N1CCN(S(=O)(=O)c2cccc(C(=O)NNC(=O)Cn3ccc(C(F)(F)F)n3)c2)CC1	-4	1	0	5	i	16	-7	-1	-0.8
O=C(CCc1ccccc1)NNC(=O)Nc1ccc(Br)cc1	2	-8	2	-3	i	5	-1	-6	-0.5
O=C(CCc1ccc(F)c(F)c1)NC1CCCN(Cc2ccc(Cl)cc2)C1 (stereo not given)	10	-4	1	0	i	3	0	-2	1.0
COc1ccc(C(=O)NC(=S)Nc2ccc3[nH]c(=O)[nH]c3c2)c(OC)c1	-7	-7	-8	-6	i	-15	-2	0	-0.7
OC(COc1ccc2ccccc2c1Cl)CN1CCOCC1 (stereo not given)	-3	13	7	-7	i	5	1	5	0.8
COC(=O)c1cc(CNC(=O)CCCSc2ccccc2)ccc1OC	0	-3	-2	3	i	-7	-1	-3	-0.4
CCCOc1ccc2c(c1)C(=NN=C(N)N)c1cc(OCCC)ccc1-2	-139	-5	-2	-1	i	-3	-2	0	-1.0
Cc1ccc(C(=O)OCC(=O)NCc2ccco2)cc1S(=O)(=O)N1CCOCC1	-6	-9	4	2	i	-5	-3	-3	-1.5
COc1ccc(C(O)c2ncc(-c3ccccc3)[nH]2)cc1 (stereo not given)	-5	1	1	1	i	16	-3	1	2.9
CC1CC(C)CN(C(=O)CSc2nc3ccsc3c(=O)n2Cc2ccccn2)C1 (stereo not given)	-2	-6	-1	0	i	18	-1	-1	-0.3
CCN(CC)S(=O)(=O)c1cc(C(=O)OCC(=O)Nc2c(F)cccc2F)ccc1F	3	2	0	-3	i	-7	-2	-15	-0.6
CC(C(=O)Nc1ccccc1Sc1ccccc1)N(c1ccccc1)S(C)(=O)=O (stereo not given)	25	-7	·	0	i	13	-10	0	0.2
COc1ccc(Cc2nc(-c3ccccn3)no2)cc1	-13	-5	9	-1	i	-1	-4	1	-0.7
CCn1c(SCC(=O)Nc2cc(C)on2)nnc1-c1ccccc1	-7	-4	0	-2	i	-11	-14	0	-1.6
C[C@@H](C(=O)NNC(=O)c1ccc(Cl)cc1)N1C(=O)C2CC=CCC2C1=O (stereo not given in full)	1	3	11	4	i	-21	-11	-2	0.6
CCC(C)(C)NC(=O)C(NS(=O)(=O)c1cccs1)c1ccccc1 (stereo not given)	-4	2	-2	0	i	-23	-11	4	-0.8
COc1cc(OC)cc(C(=O)NC(C)CCc2ccccc2)c1 (stereo not given)	6	1	3	0	i	-3	-9	1	0.7
Cc1cccc(-c2nn(-c3ccccc3)cc2C(=O)N2CCN(C3CCS(=O)(=O)C3)CC2)c1 (stereo not given)	-2	4	6	-4	i	0	-2	-5	-1.0
C=CCn1c(SCC(=O)c2ccc(F)cc2)nnc1-c1ccc2c(c1)OCO2	3	1	0	4	i	-21	-9	-4	1.6
Cc1nn(C)c(C(=O)NNC(=S)NCC(C)C)c1Cl	-11	-13	9	0	i	-22	0	-2	0.5
OC(COc1ccccc1)CN1CCN(c2ccccc2)CC1 (stereo not given)	-3	-4	-4	-3	i	-2	-1	-2	0.1
Cc1sc2nc(C3CC3)nc(SCC(=O)NCc3ccco3)c2c1C	0	4	-5	2	i	-8	0	0	-0.3
O=C(CNC(=O)C1CCCCC1)Nc1ccccc1	-11	1	4	4	i	2	-1	-7	-1.6
NC(=O)CN(c1ccc([N+](=O)[O-])cc1)S(=O)(=O)c1ccccc1	-1	-4	1	1	i	3	-9	6	-1.2
CNC(=O)OCCSCCS(=O)(=O)c1ccc(Cl)cc1	-5	-11	0	-1	i	-1	-3	1	0.0
Cc1ccc(S(=O)(=O)c2ccc(Cl)cc2)cc1S(N)(=O)=O	-3	14	-2	3	i	1	-3	-2	-1.2
COc1ccccc1C(=O)NC(=S)Nc1ccc(N2CCN(C(=O)c3ccco3)CC2)cc1	20	5	-7	3	i	21	-4	4	0.2
CCOC(=O)Cn1c(=O)oc2cc(S(=O)(=O)N(C)Cc3ccccc3)ccc21	-2	-5	7	-2	i	4	-2	0	-1.0
COc1ccc(NC2=NC3(CCCCC3)N=C(N)N2)cc1	-6	7	3	2	i	10	3	3	0.2
COc1ccc(-c2nnnn2C)cc1S(=O)(=O)NCCc1ccccc1	-1	-2	4	-7	i	-2	2	-2	-0.7
CC(C)c1ccc(Nc2nnc(SCC(=O)Nc3ncc(S(=O)(=O)c4ccc([N+](=O)[O-])cc4)s3)s2)cc1	-18	4	5	-1	i	-111	-2	2	-0.1
Cc1cc2ncn(C(=O)c3c(-c4c(Cl)cccc4Cl)noc3C)c2cc1C	18	-15	-13	5	i	7	-2	-4	-1.4
COC(=O)c1ccccc1NC(=O)CN1CCC(n2nnc3cc(C(F)(F)F)ccc32)CC1	6	-1	-4	1	i	-6	-5	-1	-0.8
C=CCSc1nc(N)c(C(=O)Nc2ccccc2OC)cc1C(=O)Nc1ccccc1	19	-6	3	-2	i	-7	-13	-4	4.3
C=CCn1c(C2CC(=O)N(c3ccc(C)cc3)C2)nc2ccccc21 (stereo not given)	1	12	-4	-1	i	2	-3	-5	-0.4
CCCN(CCC)CCNC(=O)C1CCCN(S(=O)(=O)c2ccc3c(c2)oc(=O)n3C)C1 (stereo not given)	-5	-5	2	0	i	-5	-5	-3	-1.0
COc1cc(S(=O)(=O)Nc2ccccc2C(=O)N2CCCC2)ccc1NC(C)=O	-10	-2	1	1	i	5	-1	3	0.8
COc1ccc(N2CCN(C(=O)c3cc(C)on3)CC2)cc1	-4	-7	5	4	i	2	-8	1	-1.1
CN(Cc1ccccc1)c1ccc(C(=O)O)cc1[N+](=O)[O-]	-7	-1	-5	-2	i	1	-3	-7	0.0
c1ccc2c(NCCc3c[nH]c4ccccc34)c3ccccc3nc2c1	-3	8	5	-6	i	-7	-6	3	0.7
Cc1nn(CCCC(=O)Nc2sc3c(c2C#N)CCC3)c(C)c1[N+](=O)[O-]	28	-1	-7	-2	i	26	-1	6	25*
Cc1[nH]c(=O)[nH]c(=O)c1S(=O)(=O)Nc1ccc(Oc2ccccc2)cc1	-2	7	-1	-1	i	15	-8	-7	1.0
O=C(NC1CC1)c1c[nH]c2ccc(S(=O)(=O)Nc3cccc(C(F)(F)F)c3)cc2c1=O	1	5	4	1	i	-3	2	1	1.8
CCc1cc2c(=O)nc3n(c2s1)Cc1ccccc1/C3=C(/O)c1ccc(F)cc1	-3	-8	-23	0	i	12	-3	9	-0.2
COc1ccccc1CN1CCN(C(c2ccccc2)c2ccccc2)CC1	15	-3	-8	-2	i	18	-1	0	2.1
COc1ccccc1-c1nc2ccccc2c(=O)n1NC(=O)c1cccs1	-11	5	-5	3	i	-12	-3	-24	1.8
O=C(CNC(=O)c1ccco1)N=Nc1c(O)n(CCc2ccccc2)c2ccccc12	1	-13	3	-2	i	-13	-3	1	0.0
Cc1cccc(-n2nnc(C(=O)NCc3ccco3)c2N)c1	-7	3	-3	2	i	4	-5	-3	0.8
O=C(CCn1c(=O)oc2ccccc21)NC1=NCCS1	-3	-9	11	10.0*	i	35	-3	-3	-0.4
CCN(CCCNC(=O)C1CCN(S(=O)(=O)c2cnc[nH]2)CC1)c1ccccc1	-22	-8	-2	-2	i	2	-2	2	-1.3
O=S(=O)(/N=C(/Nc1ccccc1)c1ccccc1)c1cccs1	3	6	-7	-3	i	-11	-10	1	-0.1
O=c1c2ccccc2ncn1CCCCOc1ccccc1F	2	-6	4	2	i	5	-1	1	-0.3
COc1cc(CO)ccc1OCC(=O)Nc1cccc2ccccc12	-4	1	6	-2	i	14	-1	5	-0.3
CCOC(=O)c1c(NC(=O)c2ccc(N3C(=O)C4C5C=CC(C5)C4C3=O)cc2)sc2c1CCCC2 (stereo not given)	38	2	4	1	i	-19	-1	-4	-1.1
Cc1cc(C)n2nc(C(=O)OCC(=O)NNC(=O)c3ccccc3)nc2n1	-7	-11	1	3	i	12	-1	-3	-0.9
CCC(Oc1ccccc1)C(=O)OCC(=O)Nc1c(C)nn(-c2ccccc2)c1C (stereo not given)	-4	1	0	0	i	-13	0	-4	-0.3
CCCc1nc(SCC(=O)Nc2nnc(CC)s2)c2c(=O)n(C)c(=O)n(C)c2n1	0	0	-15	-2	i	4	-4	3	0.2

(next part)
SMILES	FAS TE block	eLon inh	MT1-MMP act inh	Rin1 Abl inh	Rpn11 inh	MLLE-PAM2 inh	MsrA act	CSN deneddyl inh	MsrA inh
COc1ccc(C2=NS(=O)(=O)N(C)C(C(=O)NCc3ccc(F)cc3)=C2)cc1OC	6	-2	-13	-3	i	2	-8	5	2.6
Cc1cccc(C)c1NS(=O)(=O)c1ccc2c(c1)C(=O)c1ccccc1C2=O	7	-1	11	1	i	14	-10	3	1.3
CCCCCC(=O)NC(=S)NC1C2CC3CC(C2)CC1C3 (stereo not given)	20	-8	3	-1	i	25	3	0	-0.2
O=C(CSCc1cc(=O)[nH][nH]1)Nc1ccc(F)cc1	-8	-2	9	0	i	-6	-1	-12	0.5
Cc1ccccc1OC1(C)CCN(Cc2ccc(-c3ccccn3)cc2)C1 (stereo not given)	19	3	9	1	i	-13	3	-1	0.8
Cc1cc(C)c2c(=O)[nH]c(SCC(=O)c3ccc(C(C)C)cc3)nc2n1	16	0	12	-1	i	-24	-2	7	0.4
COC/C=C/C1=CC2=CC(=O)C(C)(OC(=O)c3cnc4ccccc4n3)C(=O)C2=CN1C(CO)CO (stereo not given)	-8	-5	-3	1	i	30	-6	-2	0.2
C#CCNC(=O)C1=C[C@H](c2cn(C(C)=O)c3ccccc23)[C@@H](CCCO)[C@H](OCC)O1	-8	11	7	-1	i	7	0	6	-0.4
CSc1nc2ccccc2c(=O)n1C1CCOC(C)(C)C1 (stereo not given)	0	-6	1	1	i	16	-4	1	0.7
Fc1ccc(-[n+]2nc(Nc3ccccc3)sc2-c2cccc(Cl)c2Cl)cc1	-154	-4	-4	2	i	50*	-2	5	-0.3

Screens deposited in PubChem by several laboratories.

Not a hit list (roughly 3.7% active in at least one column).
